High-throughput results: PubChem, Broad Institute
GSIS activator: GLuc luminescence reporter in INS-1E cells, primary screen for activators of glucose-dependent secretion of insulin | INS-1E GLuc reporter insulin secretion, 2-3 h | activation, % at 16.6 µM | 370,000 compounds, 0.61% hits;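 active = lowest replicate activation of at least 40%, so every replicate reaches that level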;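 note: 0% = median of neutral control wells and 100% = median of IBMX positive control wells; some compounds called inactive have numbers as strong as hits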
RAD54 branch: inhibitors of human RAD54 branch migration, primary screen, biochemical, fluorescence, single point; RAD54 Holliday junction branch migration, FAM/BHQ fluorescence; inhibition, % at 10.4 µM; 360,000 compounds, 0.14% hits; AID 602329, 2012;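 active = mean normalized replicate activity at least 40 and at least half of replicates scoring 40 or more; inconclusive = only one of the two criteria met; inactive = mean below 40 and under half of replicates reaching 40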;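 note: 0% = median of neutral control wells and 100% = median of positive control wells; inhibitors cause a drop in the FAM fluorescence signal; in these data hits start at about 50%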
CFTR F508del cor: F508del CFTR correction, initial screen, CFBE line, single point; CFBE cells, YFP halide quenching; stimulated with forskolin plus potentiator P3; % fluorescence drop versus neutral controls; activity (quench increase), % at 7.58 µM; 350,000 compounds, 0.36% hits; AID 720511, 2013;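 active = mean added fluorescence quench of at least 8% versus neutral control, with both replicates also reaching 8%; inconclusive = only one of the mean or replicate conditions met; inactive = mean below 8% and not both replicates reaching 8%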;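 note: cells transiently co-express mutant CFTR-F508del with the halide-sensitive YFP; corrector assay measuring rescue of mutant channel to the surface after 24 h compound exposure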
XiGFP reactiv: activators of inactive X chromosome reactivation, primary screen, imaging, XiGFP fibroblasts, GFP high-content imaging, set 2. XiGFP mouse fibroblasts, % GFP-positive cells imaging, 3 d; cells co-treated with 5-aza-dC sensitizer; scaled so ellipticine positive control = 100%. activation, % at 7.58 µM. 360,000 compounds, 0.055% hits. AID 743238, 2013;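 active = mean normalized replicate activation at least 10% and every replicate at or above 10%; inconclusive = only one of the two criteria met; inactive = mean below 10% and not all replicates reach 10%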;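 note: 0% = median of on-plate neutral control wells and 100% = ellipticine 6 µM median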
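Material: SV40-immortalized XiGFP fibroblast cells, line 68-5-11 | Buffer or medium: DMEM containing 5-aza-dC | Dosing: One concentration, pinned | Times: 3 d treatment, 15 min room-temperature fixation | Controls: Ellipticine 6 µM positive control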
Casp6 inh: human caspase-6 inhibitors, primary screen, biochemical, VEID-R110 fluorescence, single point, set 2. P55212. purified caspase-6, Z-VEID-R110 cleavage fluorescence. inhibition, % at 12.5 µM. 350,000 compounds, 0.53% hits. AID 686996, 2013;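 active = mean inhibition across replicates at least about 35%, with every replicate also reaching that limit, limit read from the data; inconclusive = only one of the two criteria met; inactive = neither criterion met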;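 note: 0% = median of neutral control wells and 100% = no fluorescence left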
Target sequence (P55212 24-179 limits assumed): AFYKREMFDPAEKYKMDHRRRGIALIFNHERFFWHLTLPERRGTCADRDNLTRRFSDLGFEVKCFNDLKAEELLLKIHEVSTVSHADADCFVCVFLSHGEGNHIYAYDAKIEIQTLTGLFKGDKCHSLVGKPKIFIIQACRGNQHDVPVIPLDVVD
Target sequence (P55212 194-293 limits assumed): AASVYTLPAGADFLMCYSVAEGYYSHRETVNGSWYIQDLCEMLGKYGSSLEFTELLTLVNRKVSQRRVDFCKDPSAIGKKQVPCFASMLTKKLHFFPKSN
E-sel inducer: E-selectin induction in HUVECs, primary screen, imaging, HUVEC, immunofluorescence imaging, single point; 260,000 compounds, 0.37% hits; normalized: neutral wells 0, TNF-alpha wells 100; activation, % at 7.58 µM; AID 686992, 2013; P16581;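 active = mean E-selectin-positive cell signal at least 10% of the positive control, reached in at least 60% of replicates, without over 20% cell loss; inconclusive = no rule given, readout overlaps actives, possibly toxicity-flagged; inactive = the rest, including those meeting only one limit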;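 note: in these data hits start at about 27%; measured in HUVEC primary endothelial cells; signal is the percent of cells scored E-selectin positive by PE staining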
Target sequence (P16581 whole entry, looked up): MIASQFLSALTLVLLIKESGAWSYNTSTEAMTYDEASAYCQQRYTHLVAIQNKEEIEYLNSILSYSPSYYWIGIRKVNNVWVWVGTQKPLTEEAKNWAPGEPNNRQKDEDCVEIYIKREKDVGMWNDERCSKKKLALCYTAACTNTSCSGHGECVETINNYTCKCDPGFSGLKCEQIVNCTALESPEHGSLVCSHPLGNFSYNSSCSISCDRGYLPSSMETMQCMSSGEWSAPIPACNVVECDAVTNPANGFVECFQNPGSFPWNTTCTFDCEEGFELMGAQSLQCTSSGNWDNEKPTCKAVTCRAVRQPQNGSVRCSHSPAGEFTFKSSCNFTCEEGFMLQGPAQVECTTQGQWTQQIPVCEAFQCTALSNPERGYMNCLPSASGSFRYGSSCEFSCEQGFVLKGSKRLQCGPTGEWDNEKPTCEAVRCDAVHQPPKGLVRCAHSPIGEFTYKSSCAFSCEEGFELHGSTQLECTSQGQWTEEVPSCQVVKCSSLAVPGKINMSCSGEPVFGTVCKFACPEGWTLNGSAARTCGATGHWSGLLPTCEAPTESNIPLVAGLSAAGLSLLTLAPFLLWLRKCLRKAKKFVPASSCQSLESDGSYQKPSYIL
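Test system – human umbilical vein endothelial cells (HUVEC), E-selectin induction · Input – 3,000 HUVEC seeded per well · Buffer or medium – EGM-2, gelatin · Compound dosing – single-point compound dose · Detection – immunofluorescence imaging · Measure – percent E-selectin-positive cells · Controls – TNF-alpha high, DMSO low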
RAD52 inh: RAD52 DNA annealing inhibitors, primary screen, biochemical, FRET, single point, set 2; recombinant RAD52 DNA annealing, FRET fluorescence; inhibition, % at 18.7 µM; 360,000 compounds, 0.46% hits; AID 651710, 2012; DNA repair protein RAD52 homolog (Homo sapiens), P43351;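 active = every replicate showing at least 50% inhibition; inconclusive = mean inhibition at least 50% but not in every replicate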
DENV2 CPE: inhibitors of DENV2 cytopathic effect, primary screen, cell-based, plate reader, single concentration. DENV2-infected cells, cytopathic effect rescue. CPE inhibition, % at 9.99 µM. 350,000 compounds, 1.7% hits. AID 651640, 2012; in the data active = CPE inhibition above about 20%, passing the limit was not always enough; inconclusive = no clear call, values can overlap the other calls; tested in BHK-21 cells;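 note: 0% = median of neutral control wells and 100% = median of positive control wells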
An asterisk follows results filed as active; ? = inconclusive; · = no result given.

mol	E-sel inducer	XiGFP reactiv	CFTR F508del cor	DENV2 CPE	GSIS activator	Casp6 inh	RAD54 branch	RAD52 inh
O=c1cc(-c2ccc(O)cc2)oc2c(O)c(O)c(O)c(O)c12	·	·	-2.0	0.3	22.8	63.4*	23.8	10.5
CCOc1ccc(S(=O)(=O)N2CCN(C(=O)CCOc3ccccc3C)CC2)cc1	·	0.7	1.3	-5.7	-29.6	3.6	0.4	4.5
COCC#Cc1ccc2c(c1)O[C@@H](CN(C)S(=O)(=O)c1cccc(F)c1)[C@H](C)CN([C@H](C)CO)S2(=O)=O	0.0	-0.7	-0.8	?	-12.4	3.7	-0.5	-41.1
O=C(C[C@H]1CC[C@@H]2[C@H](COC[C@H](O)CN2S(=O)(=O)c2ccccc2F)O1)NCc1ccccc1F	0.0	0.0	-1.9	10.2	-0.8	4.3	-1.9	-9.2
O=C(N/N=C/c1coc2ccccc2c1=O)c1cc(O)cc(O)c1	·	0.0	-1.4	1.9	7.3	6.2	·	-22.0
Cc1ccc(S(=O)(=O)N(C)C[C@@H]2Oc3c(NC(=O)Nc4ccc(C(F)(F)F)cc4)cccc3C(=O)N([C@H](C)CO)C[C@@H]2C)cc1	0.0	-1.0	-1.1	6.7	16.3	0.4	-3.5	22.1
CC(OC(=O)C1CCN(c2ccc(C(F)(F)F)cn2)CC1)C(=O)NC1CCCCC1C (centres undefined)	·	0.0	-1.8	-7.6	4.3	2.8	-1.1	1.3
CC(=NNC(=S)N1CC2CCC(CC2)C1)c1ccncn1	-0.5	4.7	4.7	-4.7	-4.2	-1.5	·	-3.6
C[C@@H]1CN([C@H](C)CO)C(=O)c2cc(-c3ccccc3F)cnc2O[C@H]1CN(C)Cc1cccc(F)c1	·	·	2.5	9.6	·	4.8	-2.7	15.1
Cc1cc(Cn2nc(-c3ccccc3)cc2C(=O)NCc2cccc(C(F)(F)F)c2)on1	-0.1	0.0	1.6	-1.9	-8.3	-1.3	-4.0	-8.5
O=C(CSc1nnc2sc3ccccc3n12)NCc1ccc2c(c1)OCO2	-0.7	0.2	-0.9	?	7.3	2.3	-10.5	-25.3
O=C(C[C@H]1CC[C@@H](NS(=O)(=O)c2ccccc2F)[C@H](CO)O1)NCCCN1CCOCC1	0.7	0.4	-2.3	2.8	4.2	1.7	0.2	-5.9
Cc1c(NS(=O)(=O)c2cccc(C(=O)N3CCC(C(N)=O)CC3)c2)c(=O)n(-c2ccccc2)n1C	-0.1	0.2	1.8	8.6	-12.9	0.6	-4.4	-12.3
COc1ccc(Nc2nccc(N(C)C)c2C#N)cc1	·	0.2	1.0	7.6	2.0	6.2	-15.7	-10.7
O=C(NCC[C@@H]1CC[C@H](NS(=O)(=O)c2ccc(F)cc2)[C@H](CO)O1)Nc1ccc(F)cc1	-0.1	1.5	1.1	0.2	-3.4	-163.1	2.1	16.1
C[C@H](CO)N1C[C@H](C)[C@@H](CN(C)Cc2ccc(-c3ccccc3)cc2)Oc2ccc(NS(=O)(=O)c3ccccc3)cc2C1=O	-0.1	0.0	2.6	-2.3	-11.1	-0.4	3.1	0.3
O=C(NCC1CCCO1)c1nn2c(C(F)(F)F)cc(-c3cccs3)nc2c1Br (centres undefined)	·	0.0	0.2	-7.0	5.0	-6.5	-0.8	-33.1
COc1ccc(C(=O)OCC(=O)Nc2c(C)cccc2C)c(OC)c1OC	0.0	0.4	-3.8	1.2	2.0	-2.2	4.4	-7.1
NCCCNC(=O)Cn1c(=O)c2c3c(sc2n(Cc2ccccc2)c1=O)CCCC3	-0.2	0.1	1.5	2.1	-2.9	-3.7	-7.1	-21.5
CC(C)(C)c1ccc(CN2C(=O)CSC2=O)cc1	·	0.3	·	7.4	-1.6	-0.8	·	-7.4
C[C@H](CO)N1C[C@H](C)[C@H](CN(C)C(=O)Nc2ccccc2)OCCCC[C@H](C)Oc2ccc(NC(=O)Nc3ccc(F)cc3)cc2C1=O	0.2	0.5	-0.6	3.4	-5.8	1.0	6.8	-3.1
CC(C)(C)OC(=O)NCc1ccc(CNC(=O)c2nc[nH]c2C(=O)NCc2ccc(CNC(=O)OC(C)(C)C)cc2)cc1	-0.3	-0.3	-0.4	13.3	-5.2	-0.5	-1.9	-9.7
CO[C@H]1CN(C)C(=O)c2ccc(NC(=O)c3cc(C)on3)cc2OC[C@H](C)N(CC2CC2)C[C@@H]1C	-0.1	-0.1	-1.7	-3.8	11.1	-6.1	8.9	-5.1
O=C(COC(=O)c1ccc(S(=O)(=O)NCc2ccco2)cc1)NC1CCCCCC1	·	·	·	·	-3.7	11.2	1.0	3.7
CCOC(=O)CC1(c2ccc(OC)c(OC)c2)C(=O)c2ccccc2C1=O	1.0	0.0	1.1	2.7	-31.6	2.6	·	-12.4
CCOC(=O)C1=C(C)N(c2ccc(OC)cc2)C(=O)/C1=C\c1ccc(O)c(OCC)c1	-0.5	-0.2	-13.8	6.4	-29.4	3.7	·	-6.8
COc1ccc(NC(=O)N(C)C[C@H]2Oc3ccc(NC(=O)Nc4c(C)noc4C)cc3CC(=O)N([C@@H](C)CO)C[C@H]2C)cc1	0.0	-1.2	-1.3	-1.8	15.1	-0.9	2.8	8.8
CNc1nc(N)c([N+](=O)[O-])c(NCC2CCCO2)n1 (centres undefined)	1.1	-0.1	-4.2	-7.8	-8.5	3.0	·	-9.0
CC(C)NC(=O)CC(=O)N/N=C/c1cccs1	·	0.1	-2.7	-1.3	-5.0	17.4	-4.3	-8.9
O=C(NCC[C@H]1CC[C@H](NC(=O)C2CC2)[C@H](CO)O1)c1cnccn1	-0.3	-0.4	0.4	-4.0	10.2	3.0	-15.7	-12.8
CCCn1nnc(NC(=O)c2cccc(OCC)c2)n1	·	·	-0.7	4.6	3.1	1.3	-3.2	3.4
Cc1nc(SCc2nc3cc(Cl)c(F)cc3[nH]2)c2oc3ccccc3c2n1	0.0	0.1	0.8	6.2	11.1	-1.1	-6.1	-111.4
CC(=O)Nc1ccc(-c2csc(Nc3ccc(Cl)cn3)n2)cc1	2.6	0.1	1.7	0.4	9.6	0.2	·	-9.3
CCC(=O)N1C[C@@H](C)[C@@H](OC)CN(C)C(=O)c2cc(NS(C)(=O)=O)ccc2OC[C@H]1C	0.1	0.0	-2.0	3.3	9.8	-1.2	-1.4	-2.6
Cc1cccnc1NC(=O)c1ccc(Cl)c(S(=O)(=O)N2CCCC2)c1	0.1	0.4	0.7	12.7	-11.6	4.4	-3.6	-5.5
C[C@H](CO)N1C[C@H](C)[C@H](CN(C)Cc2ccc3c(c2)OCO3)Oc2c(NS(=O)(=O)c3cn(C)cn3)cccc2C1=O	·	-1.1	-0.4	-12.4	15.4	-3.0	-3.3	5.4
Cc1nn(C)cc1NC(=O)C[C@H]1CC[C@@H]2[C@H](COc3ccc(NC(=O)C4CCOCC4)cc3C(=O)N2C)O1	0.4	0.0	·	2.2	9.3	-2.3	6.3	-8.5
Cc1ccc(S(=O)(=O)N2CCN(C(=O)/C=C/c3ccco3)CC2)cc1	0.3	0.1	·	?	7.2	8.6	·	-28.0
CCCc1c(C(=O)N/N=C/C(C)=C/c2ccccc2)nnn1-c1nonc1N	·	0.1	1.3	-3.2	-1.2	2.4	-0.8	-8.5
CO[C@H]1CN(C)C(=O)c2cc(NC(=O)C3CC3)ccc2OC[C@@H](C)N(C(=O)c2ccccc2F)C[C@@H]1C	0.0	0.0	-7.8	-2.1	4.3	1.3	1.3	-1.3
Cc1noc(C)c1NC(=O)Nc1ccc2c(c1)CC(=O)N([C@@H](C)CO)C[C@H](C)[C@@H](CN(C)Cc1ccc(C(=O)O)cc1)O2	-3.2	-1.3	-2.9	?	7.6	1.1	-0.2	4.2
COc1ccc(/C=N/n2c(-c3cc(C)[nH]n3)n[nH]c2=S)cc1	·	0.0	0.5	1.6	9.3	-4.5	·	-5.4
Cc1cc(=O)[nH]c(NNC(=O)c2ccc(Cl)cc2)n1	·	-0.2	1.5	2.5	9.1	-0.8	-12.7	-5.3
COC(=O)c1ccc2c(=O)n(CCCN3CCOCC3)c(=S)[nH]c2c1	·	·	·	·	8.4	2.9	20.8	3.5
C[C@H]1CN([C@@H](C)CO)C(=O)c2cc(NC(=O)Nc3ccc(C(F)(F)F)cc3)ccc2O[C@H]1CN(C)C(=O)Nc1ccccc1	-0.3	-1.0	2.0	-5.7	-1.6	-1.2	-4.5	18.0

Retrieved by compound from above:
mol	E-sel inducer	XiGFP reactiv	CFTR F508del cor	DENV2 CPE	GSIS activator	Casp6 inh	RAD54 branch	RAD52 inh
COc1ccc(C(=O)OCC(=O)Nc2c(C)cccc2C)c(OC)c1OC	0.0	0.4	-3.8	1.2	2.0	-2.2	4.4	-7.1
CC(OC(=O)C1CCN(c2ccc(C(F)(F)F)cn2)CC1)C(=O)NC1CCCCC1C (centres undefined)	·	0.0	-1.8	-7.6	4.3	2.8	-1.1	1.3
O=C(C[C@H]1CC[C@@H](NS(=O)(=O)c2ccccc2F)[C@H](CO)O1)NCCCN1CCOCC1	0.7	0.4	-2.3	2.8	4.2	1.7	0.2	-5.9
O=C(COC(=O)c1ccc(S(=O)(=O)NCc2ccco2)cc1)NC1CCCCCC1	·	·	·	·	-3.7	11.2	1.0	3.7

Later entries
mol	E-sel inducer	XiGFP reactiv	CFTR F508del cor	DENV2 CPE	GSIS activator	Casp6 inh	RAD54 branch	RAD52 inh
CCN(c1cccc(C)c1)S(=O)(=O)c1ccc2c(c1)CCCN2C(C)=O	-0.5	0.0	0.0	-4.8	-16.0	0.0	6.1	-2.2
O=C(NCC1CCCO1)C1CCN(S(=O)(=O)c2cccc3cccnc23)CC1 (centres undefined)	·	-0.2	1.0	-2.3	3.1	-0.7	-2.4	-4.7
O=C(NC1CCCCC1)c1ccc(-c2cn[nH]c2)c2ccoc12	0.8	0.0	0.1	-2.3	0.4	-0.2	4.1	-4.4
CN1C(=O)C(C)(C)c2cc(S(=O)(=O)NCC3CCC(C(=O)NCc4ccccc4)CC3)ccc21 (centres undefined)	?	0.1	0.7	-4.9	-13.3	-0.9	-2.5	-38.5
O=[N+]([O-])c1ccc(N2CCOCC2)c(S(=O)(=O)N2CCOCC2)c1	·	0.0	1.2	5.6	15.5	1.2	-1.5	-6.3
CCOc1ccc(Oc2ccccc2NC(=O)C2=COCCO2)cc1	·	0.2	-1.5	-1.4	-13.9	4.6	9.0	-0.3
CCC(=O)OCC(=O)Nc1cc([N+](=O)[O-])ccc1OC	-1.7	0.2	-2.4	5.4	-1.3	2.4	·	-4.7

Hits appear at their usual frequency. Share with any hit: about 3.7%.
